Screens (PubChem)
G9a block: inhibitors of human histone lysine methyltransferase G9a; Q96KQ7; AID 504332; G9a H3K9 monomethylation, AlphaScreen, 2 h; Potency, µM (doses to about 102 µM), for the others: top-dose activity, negative = inhibition, actives largely listed as inhibitors; 8.8% of 350,000 active; also: % is scaled to controls: 0 for no effect and ±100 for the full control effect; nearly all actives have a fitted effect of over 75% in size
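Quantitative HTS format: methyltransferase activity on a biotin-tagged H3K9 peptide is measured by AlphaScreen, using a rabbit anti-monomethyl-H3K9 antibody with streptavidin donor and anti-IgG acceptor beads. Final levels are 20 nM enzyme, 500 nM peptide, 20 uM SAM; 2 h RT.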
POLB inh: inhibitors of human DNA polymerase beta. Pol beta primer extension/strand displacement, fluorescence kinetic. Potency, µM (titrated, usually from 114 µM), inactives show at the top dose activity change, negative = inhibition, most hits filed as inhibitors. 1.3% of 340,000 active. AID 485314; also: % is scaled to controls: 0 for no effect and ±100 for the full control effect
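Preincubation: enzyme (10 nM) with compound, 15 min, RT. Reaction: substrate added to 50 nM final. Reads: 0 and 10 min. Analysis: normalized, Hill fit.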
JMJD2A Tudor inh: JMJD2A Tudor domain (human) inhibition; O75164; AlphaScreen JMJD2A-Tudor / H3K4me3 peptide binding; Potency, µM (highest dose often 114 µM), without a hit: at the highest dose activity change, negative = inhibition, usual class: inhibitors; 4.4% of 390,000 active; AID 504339; also: % is scaled to controls: 0 for no effect and ±100 for the full control effect; nearly all actives have a fitted effect of over 50% in size
Pol eta inh: DNA polymerase eta (human) inhibition; Q9Y253; 1.2% of 390,000 active; recombinant Pol eta, fluorescent DNA replication assay; Potency, µM (doses to about 114 µM), inactives show top-dose activity change, negative = inhibition, most hits filed as inhibitors; also: % is scaled to controls: 0 for no effect and ±100 for the full control effect
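Pol eta (10 nM) was preincubated with compounds for 15 min at room temperature, after which fluorescent replication substrate (50 nM final) was added to start the reaction. Fluorescence was read kinetically at 0 and 10 min.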
BLM inh: blocks DNA unwinding by human BLM helicase | recombinant BLM DNA unwinding, fluorescence dequenching | Potency, µM (series often up to 56.1 µM), for the others: top-dose activity change, negative = inhibition, usual class: inhibitors | 0.2% of 350,000 active | AID 2528;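 also: plate controls were vehicle for no effect and no enzyme for full effect; nearly all actives have a fitted effect of over 35% in size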
APEX1 inh: APE1 (human) endonuclease inhibition; recombinant APE1, TAMRA/BHQ-2 abasic DNA cleavage fluorescence; Potency, µM (highest dose often 65.8 µM), without a hit: top-dose activity change, negative = inhibition, hits mostly inhibitors; 0.35% of 350,000 active; AID 2517;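 also: plate controls were vehicle for no effect and reference inhibitor for full effect; nearly all actives have a fitted effect of over 55% in size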
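0.75 nM APE1 + cpd, 15 min RT; start w/ 50 nM TAMRA/BHQ-2 THF-abasic dsDNA; kinetic fluor 525/598 nm ×3 reads @60 s; Δ(read3−read1); normalized to DMSO and NSC13755 control wells.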
BAZ2B inh: BAZ2B (human) inhibition. Q9UIF8. AlphaScreen BAZ2B-H3K14Ac peptide displacement. Potency, µM (series often up to 114 µM), for the others: at the highest dose activity change, negative = inhibition, most hits filed as inhibitors. 4.4% of 360,000 active. AID 504333; also: % is scaled to controls: 0 for no effect and ±100 for the full control effect; nearly all actives have a fitted effect of over 60% in size
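AlphaScreen displacement: compounds (up to 110uM) incubated 30 min at room temperature with a preformed 50 nM BAZ2B/50 nM biotinylated H3K14Ac peptide complex in PBS pH 7.4 with Tween-20. Donor and acceptor beads at 10 ug/mL final added, 20 min light-protected before reading.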
POLK inh: DNA polymerase kappa (human) inhibition | 0.53% of 400,000 active | purified Pol kappa, fluorescent DNA synthesis assay, 10 min | AID 588579 | Potency, µM (series often up to 107 µM), for inactives: at the top dose activity, negative = inhibition, hits mostly inhibitors; also: % is scaled to controls: 0 for no effect and ±100 for the full control effect
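Activity was followed as the change in fluorescence between reads at 0 and 10 min after starting the reaction with 50 nM substrate. Beforehand, 10 nM polymerase had been preincubated with compound for 15 min at room temperature.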
POLI inh: DNA polymerase iota (human) inhibition; Q9UNA4; Potency, µM (highest dose often 115 µM), without a hit: at the highest dose activity, negative = inhibition, actives largely listed as inhibitors; 1% of 390,000 active; Pol iota fluorescent replication assay, 10 min
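Pol iota at 10 nM preincubated 15 min with compounds at room temperature; reaction started with fluorescent substrate, 50 nM final. Fluorescence read kinetically at 0 and 10 min; buffer-only wells as negative control.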
An asterisk follows results filed as active; & = joins results of further samples; [ ] = another dose, or the depositor's remark. Calls follow the shape of the dose curve; as a rule, active = well fitted curve in the direction sought with a large enough effect; inconclusive = small, poorly fitted or top-dose-only effect, or another doubt; inactive = no such curve, though single readings can be large; an effect the other way counts as inactive or inconclusive. Potency is read from the fitted curve at half-maximal effect.

O=C(C1=C[C@H](c2ccccc2)C[C@H](OCc2ccc(CO)cc2)O1)N1CCOCC1 was read as G9a block -1.0%[59 µM], POLB inh 39.8%, JMJD2A Tudor inh -19.9%, Pol eta inh -12.1%, BLM inh 0.0%, APEX1 inh 16.2%, BAZ2B inh -6.3%, POLK inh -2.0% and POLI inh 5.0%.
For COc1ccc(CCNC(=O)c2cccs2)cc1OC the results were G9a block -5.7%, POLB inh 33.3%, JMJD2A Tudor inh -9.2%, Pol eta inh -2.2%, BLM inh -2.9%, APEX1 inh -2.2%, BAZ2B inh -20.0%, POLK inh -5.5% and POLI inh -0.4%.
CC(C)c1c(O)nc(SCc2ccc(F)cc2)[nH]c1=O was read as G9a block 5.4%, POLB inh -17.7%, JMJD2A Tudor inh -9.0%, Pol eta inh -2.8%, BLM inh -10.7%, APEX1 inh 29.0%, BAZ2B inh -29.3%, POLK inh -3.5% and POLI inh 6.0%.
Screening CC(=O)C1=C(C)NC2(O)c3ccccc3C(=O)C12O (stereo not given) returned G9a block -24.6%, POLB inh 11.1%, JMJD2A Tudor inh 4.4%, Pol eta inh -10.1%, BLM inh -3.2%, APEX1 inh -5.6%, BAZ2B inh -16.1%, POLK inh -1.0% and POLI inh 55.1%[activator].
`Cc1ccc(NC(=O)COC(=O)CNC(=O)c2ccc(Br)cc2)c(C)c1` gave G9a block -20.8%[59 µM], POLB inh -1.4%, JMJD2A Tudor inh 10.3%, Pol eta inh -7.3%, BLM inh 6.4%, APEX1 inh 2.9%, BAZ2B inh -3.4%, POLK inh 6.8% and POLI inh -17.2%.
`CCOC(=O)C1=C(c2ccccc2)Nc2ncnn2C1c1cccc(O)c1` (stereo not given) gave POLB inh 23.0%, JMJD2A Tudor inh -8.7%, Pol eta inh 1.2%, BLM inh -4.0%, APEX1 inh 19.6%, BAZ2B inh -4.8%, POLK inh -15.5% and POLI inh 1.0%.
For O=C(CN1CCN(C(=O)c2ccco2)CC1)NCc1ccc(Cl)cc1 the results were POLB inh 46.2%, JMJD2A Tudor inh -9.6%, Pol eta inh 3.4%, BLM inh 1.3%, APEX1 inh -10.6%, BAZ2B inh -6.7%, POLK inh -5.7% and POLI inh 12.6%.
CC(C)CC1Nc2ccc(C(=O)NCCCN3CCCCC3C)cc2NC1=O (stereo not given) was read as G9a block 24.8%, POLB inh -2.5%, JMJD2A Tudor inh -4.9%, Pol eta inh 0.8%, BLM inh -1.8%, APEX1 inh 45.4%[activator], BAZ2B inh -12.7%, POLK inh 5.0% and POLI inh 14.6%.
Cc1ccc(S(=O)(=O)N/N=C/c2ccccc2O)cc1 was read as G9a block -1.3%, POLB inh -0.3%, JMJD2A Tudor inh -12.5%, Pol eta inh -5.3%, BLM inh -4.4%, APEX1 inh 24.7%, BAZ2B inh -1.2%, POLK inh -1.1%[60.1 µM] and POLI inh 6.2%.
`CCCCn1c(N)c(N(CC(C)C)C(=O)c2ccc(OC)c(S(=O)(=O)N3CCOCC3)c2)c(=O)[nH]c1=O` gave JMJD2A Tudor inh -13.5%, Pol eta inh -14.6%, POLK inh -13.3% and POLI inh 20.8%.
`CS(=O)(=O)c1ccc(NC(=O)c2ccc3c(c2)S(=O)(=O)N=C2CCCCCN23)cc1` gave G9a block 4.1%[0.501 µM], JMJD2A Tudor inh -8.1%, Pol eta inh -16.2%, APEX1 inh 24.1%, BAZ2B inh -1.4%, POLK inh 3.2% and POLI inh 15.2%.
Screening Cc1cc(=O)[nH]c(SCC(=O)O)c1C#N returned G9a block -32.3%, POLB inh 22.6%, JMJD2A Tudor inh -12.0%, Pol eta inh -11.5%, BLM inh 3.3%, APEX1 inh 0.8%, BAZ2B inh 6.8%, POLK inh -1.0% and POLI inh 7.5%.
`CN(C)c1ccc(C(C(=O)NCc2ccccc2)N(Cc2ccco2)C(=O)c2snc(C(N)=O)c2N)cc1` (stereo not given) gave G9a block 35.5µM*, POLB inh 1.6%, JMJD2A Tudor inh inconclusive, Pol eta inh -24.9%, BLM inh -9.8%, APEX1 inh 1.7%, BAZ2B inh inconclusive, POLK inh -0.6% and POLI inh 9.2%.
CN(C)CCNC(=O)c1c(CSc2ccc(Cl)cc2)noc1C(=O)NCc1ccccc1 was read as JMJD2A Tudor inh -7.1%, Pol eta inh -2.1%, POLK inh 5.7% and POLI inh -8.3%.
Screening COC(=O)c1noc(-c2ccc(C)cc2)n1 returned G9a block -82.3%, POLB inh 4.0%, JMJD2A Tudor inh -12.7%, Pol eta inh 5.9%, BLM inh -1.5%, APEX1 inh 10.1%, BAZ2B inh 6.1%, POLK inh 1.1% and POLI inh 23.8%.
Cc1cc(C(=O)Nc2cc(C)on2)on1 was read as POLB inh 0.1%, JMJD2A Tudor inh -7.0%, Pol eta inh -15.0%, BLM inh 0.0%, APEX1 inh 2.6%, BAZ2B inh 10.2%, POLK inh 8.3% and POLI inh 7.6%.
CC(C)n1c(NCCc2ccccc2)nc2c1c(=O)n(C)c(=O)n2C was read as G9a block 13.4%[59 µM], POLB inh -1.4%, JMJD2A Tudor inh -19.2%, Pol eta inh -20.6%, BLM inh 2.1%, APEX1 inh -5.0%, BAZ2B inh 5.8%, POLK inh -16.3% and POLI inh 67.1%[activator].
Screening CCc1nc2ccccc2n1CC(=O)N1CCN(Cc2ccccc2)CC1 returned G9a block -3.1%, POLB inh -20.2%, JMJD2A Tudor inh -12.0%[11.4 µM], Pol eta inh 3.4%, BLM inh 1.3%, APEX1 inh -7.6%, BAZ2B inh -18.4%, POLK inh -7.4% and POLI inh 26.9%.
Screening Cc1cccc(-c2nnc(-c3ccc(N)cc3)o2)c1 returned G9a block -7.6%[59 µM], POLB inh inconclusive, JMJD2A Tudor inh -18.6%, Pol eta inh -14.5%, BLM inh 0.9%, APEX1 inh 0.9%, BAZ2B inh 4.7%, POLK inh 2.8% and POLI inh -7.5%.
Screening N#Cc1c(/N=C/C=C/c2ccccc2)sc2c1CCCC2 returned G9a block inconclusive, POLB inh 1.4%, JMJD2A Tudor inh 44.7µM*, Pol eta inh 0.1%, BLM inh 3.0%, APEX1 inh 18.8%, BAZ2B inh 22.4µM*, POLK inh -1.3% and POLI inh inconclusive.
CCOc1ccc(S(=O)(=O)N2CCCC(C(=O)NCc3cccnc3)C2)cc1Cl (stereo not given) was read as G9a block -13.3%, POLB inh 55.0%, JMJD2A Tudor inh -6.7%, Pol eta inh -4.3%, BLM inh -5.3%, APEX1 inh -11.8%, BAZ2B inh 1.5%, POLK inh -11.9% and POLI inh 18.1%.
CC(C)c1cc(NC(=O)c2ccccc2)cc(C(C)C)c1O was read as G9a block -21.4%, POLB inh 1.7%, JMJD2A Tudor inh -14.8%, Pol eta inh -7.9%, BLM inh 2.1%, APEX1 inh inconclusive, POLK inh -6.0% and POLI inh 11.2%.
For COc1cc(/C=C/C(=O)O)cc(S(=O)(=O)Nc2ccccc2Cl)c1OC the results were G9a block inconclusive, POLB inh 34.1%, JMJD2A Tudor inh 1.1%[57.1 µM], Pol eta inh -9.8%, BLM inh 0.5%, APEX1 inh 3.2%, BAZ2B inh -0.8%, POLK inh -8.5% and POLI inh 2.4%.
Cc1ccc(NC(=S)NCc2ccccc2)cc1C was read as JMJD2A Tudor inh -7.9%, Pol eta inh -24.6%, POLK inh -8.4% and POLI inh -1.6%[58.9 µM].
CC(=O)Nc1ccc(/C=N/NC(=O)c2cccc(S(=O)(=O)N3CCOCC3)c2)cc1 was read as G9a block -1.4%[59 µM], POLB inh 10.4%, JMJD2A Tudor inh -13.7%, Pol eta inh -9.8%, BLM inh -2.0%, APEX1 inh -4.7%, BAZ2B inh 0.0%, POLK inh 2.0% and POLI inh 9.4%.
`O=C(COC(=O)CSc1ccc2ccccc2c1)NC1CC1` gave G9a block 50.1µM*, POLB inh 17.2%[57.1 µM], JMJD2A Tudor inh -4.3%, Pol eta inh -4.1%, BLM inh 0.2%, APEX1 inh -5.4%, BAZ2B inh -0.8%, POLK inh -9.2% and POLI inh 7.8%.
CC(=O)Nc1ccc(OC(=O)c2cc3cc(Br)cc(Br)c3oc2=O)cc1 was read as G9a block 3.9%[59 µM], POLB inh -12.6%, BLM inh 0.7%, APEX1 inh -3.7% and BAZ2B inh -0.9%.
Screening CCN(C[C@H]1N[C@@](CC)(C(=O)OC)[C@H]2C(=O)N(Cc3ccccc3)C(=O)[C@@H]12)C(=O)c1ccc(C(C)(C)C)cc1 returned JMJD2A Tudor inh -21.0%, Pol eta inh -9.3%, APEX1 inh 6.4%, POLK inh -5.7% and POLI inh 15.8%.
COc1ccc(C(=O)NCC(=O)OCc2cccc(Br)c2)cc1 was read as G9a block 54.5%[activator], POLB inh -1.0%, JMJD2A Tudor inh -13.8%, Pol eta inh -10.2%, BLM inh -2.8%, APEX1 inh -0.8%, BAZ2B inh 3.8%, POLK inh -6.3% and POLI inh 1.5%.
CNC(=O)C1(C(F)(F)F)C/C(=C\CCO)CCCO1 (stereo not given) was read as G9a block -12.6%, POLB inh -2.0%, JMJD2A Tudor inh -1.4%&-11.0%, Pol eta inh -12.1%, BLM inh -0.5%&3.8%, APEX1 inh 23.5%&21.4%, BAZ2B inh -29.3%, POLK inh -2.4%&-0.4% and POLI inh 23.7%&43.0%.
`COc1ccc(/C=C2\SC(=S)N(CCC(=O)Nc3cccc(O)c3)C2=O)cc1OC` gave G9a block -1.8%, POLB inh -20.1%, JMJD2A Tudor inh -9.2%, Pol eta inh -23.8%, BLM inh -5.4%, APEX1 inh 27.8%, BAZ2B inh -5.2%, POLK inh 7.5% and POLI inh 15.1%.
For CC(C)N1CCN(C(=O)c2ccc([N+](=O)[O-])cc2)CC1 the results were JMJD2A Tudor inh 79.4µM*, Pol eta inh -5.4%, POLK inh -1.8% and POLI inh 4.8%.

An excerpt; the hit share may differ from the screen's.
